CBFb-RUNX1 inh = CBF-beta/RUNX1 interaction disruption; Q01196+Q13951; AlphaScreen CBFb-His/RUNX1-biotin binding, biochemical; Potency, µM (titrated, usually from 59.8 µM), for the others: at the highest dose activity, negative = inhibition, hits mostly inhibitors; 230,000 tested, under 10 active; further: % of control where 0% means no effect
Target sequence (Q01196 whole entry, looked up): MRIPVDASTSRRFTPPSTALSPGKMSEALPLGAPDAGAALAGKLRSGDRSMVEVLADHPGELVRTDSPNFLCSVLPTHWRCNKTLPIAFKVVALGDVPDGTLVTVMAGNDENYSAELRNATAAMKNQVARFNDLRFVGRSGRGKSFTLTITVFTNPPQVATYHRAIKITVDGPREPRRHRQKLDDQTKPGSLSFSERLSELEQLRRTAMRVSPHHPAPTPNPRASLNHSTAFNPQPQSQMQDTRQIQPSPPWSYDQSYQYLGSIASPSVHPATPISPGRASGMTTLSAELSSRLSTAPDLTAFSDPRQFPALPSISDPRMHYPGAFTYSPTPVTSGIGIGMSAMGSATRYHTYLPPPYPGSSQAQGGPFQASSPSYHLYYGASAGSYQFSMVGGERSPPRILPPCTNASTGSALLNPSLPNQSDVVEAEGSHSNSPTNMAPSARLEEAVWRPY
Target sequence (Q13951 whole entry, looked up): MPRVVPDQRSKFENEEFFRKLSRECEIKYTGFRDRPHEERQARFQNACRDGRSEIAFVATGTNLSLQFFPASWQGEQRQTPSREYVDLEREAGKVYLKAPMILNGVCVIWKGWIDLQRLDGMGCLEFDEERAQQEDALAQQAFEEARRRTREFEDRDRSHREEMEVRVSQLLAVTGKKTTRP
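Read-out: AlphaScreen. Format: His-CBF-beta with biotinylated RUNX1 (30 nM each) preincubated 20 min, compound 15 min, Ni-chelate plus streptavidin beads 90 min; room temperature throughout.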
HTT aggregate = reduces HttQ103-GFP aggregates in PC12 cells; PC12 HttQ103-GFP aggregates, Acumen cytometry, 40 h; Potency, µM (top dose mostly 46.1 µM), without a hit: at the top dose activity change, negative = inhibition, actives largely listed as inhibitors; actives 1.1% (n = 220,000); AID 1688; further: potency means the concentration at half of the fitted maximal effect; on the % scale 0 is the no-effect control and ±100 the full control effect; nearly all actives have a fitted effect of over 60% in size
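Steps: seed 1500 PC12 HTTQ103-GFP cells/well; add tebufenozide, 100 nM final; add compound titration; add ATPLite reagent; quantify GFP aggregates by laser scanning cytometry.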
L3MBTL1 block = blocks human L3MBTL1. Potency, µM (highest dose often 57.1 µM), for the others: top-dose activity, negative = inhibition, usual class: inhibitors. Q9Y468. AlphaScreen L3MBTL1–H3K9me1 peptide binding. actives 0.66% (n = 230,000); further: potency means the concentration at half of the fitted maximal effect; on the % scale 0 is the no-effect control and ±100 the full control effect; nearly all actives have a fitted effect of over 60% in size
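L3MBTL1 (50 nM) pre-complexed 30 min with biotinylated H3(1-15)K9me1 peptide (75 nM), then compounds added for 30 min at room temperature; AlphaScreen streptavidin donor/nickel chelate acceptor beads (10 ug/mL final) read after 30 min dark incubation.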
Luc counter = blocks Kinase-Glo luciferase, a counter-screen artifact | Q27757 | Kinase-Glo luciferase, ATP luminescence, 8 min | Potency, µM (series often up to 38.3 µM), for inactives: top-dose activity change, negative = inhibition, actives largely listed as inhibitors | actives 0.28% (n = 200,000) | AID 1379; further: potency means the concentration at half of the fitted maximal effect; on the % scale 0 is the no-effect control and ±100 the full control effect; nearly all actives have a fitted effect of over 60% in size
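Compound is pinned into ATP-containing buffer (10 uM ATP, imidazole pH 7.2, 7 mM MgCl2). Kinase-Glo luciferase reagent is then added. Light output is recorded following an 8-min room-temperature incubation.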
IMPase Li cell = membrane-permeable IMPase blocker, potentiated with lithium. AID 1457. CHO-M1 cells, IP1 TR-FRET (IP-One), carbachol + lithium. actives 0.35% (n = 210,000). Potency, µM (doses to about 59.4 µM), without a hit: top-dose activity, negative = IMPase inhibition, usual class: inhibitors;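 further: IP1 builds up when IMPase is blocked and the TR-FRET signal falls; potency means the concentration at half of the fitted maximal effect; plate controls were basal vehicle for no effect and high inhibitor control for full effect; nearly all actives have a fitted effect of over 50% in size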
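Test compounds were applied to CHO-M1 cells previously cultured for 16–30 h at 2000 per well. A small lithium amount accompanied them; after 30 min at 37C, IP1 was quantified by TR-FRET.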
Epigenetic derep = derepresses silenced GFP reporter in murine cells | murine LDR cells, GFP reporter derepression, 30 h | Potency, µM (doses to about 53.9 µM), for the others: at the top dose GFP activation, actives largely listed as activators | actives 0.2% (n = 280,000) | AID 1865; further: potency means the concentration at half of the fitted maximal effect; % of control where 0% means no effect; nearly all actives have a fitted effect of over 60% in size
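Murine LDR cells carrying a silenced, genomically integrated CMV-driven GFP reporter were exposed to compound for 30 hours at 37 C. After PBS washes, GFP-positive cells (20–120 um objects) were counted by laser-scanning microplate cytometry.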
NPSR antag = antagonists of human neuropeptide S receptor cAMP signaling | Q6W5P4 | CHO-NPSR cells, cAMP TR-FRET, antagonist mode | Potency, µM (series often up to 38.3 µM), for the others: at the highest dose activity change, negative = inhibition, hits mostly inhibitors | actives 1% (n = 220,000) | AID 1461; further: potency means the concentration at half of the fitted maximal effect; on the % scale 0 is the no-effect control and ±100 the full control effect; nearly all actives have a fitted effect of over 50% in size; many of its hits are not listed in these tables
Target sequence (Q6W5P4 whole entry, looked up): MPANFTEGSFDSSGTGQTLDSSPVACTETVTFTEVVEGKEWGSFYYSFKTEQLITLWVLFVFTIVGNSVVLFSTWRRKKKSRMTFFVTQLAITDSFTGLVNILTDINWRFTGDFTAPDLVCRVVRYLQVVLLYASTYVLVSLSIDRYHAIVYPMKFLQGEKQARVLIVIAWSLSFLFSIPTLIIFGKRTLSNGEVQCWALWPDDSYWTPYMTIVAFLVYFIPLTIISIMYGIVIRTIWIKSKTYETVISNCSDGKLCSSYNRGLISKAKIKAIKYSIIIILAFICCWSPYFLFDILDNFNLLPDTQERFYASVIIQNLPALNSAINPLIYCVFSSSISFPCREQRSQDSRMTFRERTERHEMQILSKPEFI
* marks the source's active call; other numbers are inactive results; u = inconclusive; x = not tested or not shown; [ ] = remark or other dose. The call rests on the fitted dose curve; in most records, active means well fitted curve in the direction sought with a large enough effect; inconclusive means small, poorly fitted or top-dose-only effect, or another doubt; inactive means no such curve, though single readings can be large; an effect the other way counts as inactive or inconclusive. A portion of the library. The share of hits here may be higher or lower than overall.

SMILES | CBFb-RUNX1 inh | HTT aggregate | L3MBTL1 block | Luc counter | IMPase Li cell | Epigenetic derep | NPSR antag
CCCc1[nH]nc2c1C(c1ccc(OC(=O)c3ccco3)cc1)C(C#N)=C(N)O2 (stereo unspecified) | 1% | -5%[9.22 µM] | 0% | 1% | 6%[38.3 µM] | -0.4% | 1%[46.1 µM]
COc1ccc(Cl)cc1N1CCN(CCNC(=O)Nc2ccccc2C)CC1 | -6% | -2% | -13% | -1% | 12% | 0.0% | -12%[46.1 µM]
Cc1ccc(C)c(N2CCN(C(=O)C3CCCN(S(=O)(=O)c4c(C)[nH]c(=O)[nH]c4=O)C3)CC2)c1 (stereo unspecified) | -3% | -17% | x | -4% | -1%[38.3 µM] | -1.7% | -11%[46.1 µM]
S=c1[nH]nc(Cc2cccc3ccccc23)o1 | -8% | 3% | 11% | 1% | 0% | 0.9% | 3%
CCOC(=O)c1[nH]ncc1CN1CCCC(C(=O)c2ccc(SC)cc2)C1 (stereo unspecified) | 5% | -7% | -11% | -10% | u | -8.2% | -11%
N#CCCN(C(=O)CO/N=C/c1cccc([N+](=O)[O-])c1)c1ccccc1 | 15% | 4% | -6% | -2% | 14% | -1.4% | -10%
C=CCNCCCCOc1ccc(Br)cc1C | 3% | 8% | 6% | 1% | -3% | 0.0% | -4%
CN(C(=O)c1ccccn1)C1(C(=O)NC2CCCCC2)CCCCC1 | 1% | 3% | x | -1% | 27%[38.3 µM] | 0.8% | -6%[46.1 µM]
CN(Cc1ccccc1)C(=O)c1nn2cccnc2c1Cl | -1% | -5% | -7% | -3% | -3% | -1.1% | 2%
CC(=O)NC(N(C#N)c1nc(Cl)nc(N(C)C)n1)C(Cl)(Cl)Cl (stereo unspecified) | 9% | 8%[9.22 µM] | 8% | x | x | -4.4% | 18%
COc1cccc(/C=N/NC(=O)C[n+]2ccccc2)c1O | u | 11% | 16µM* | -3% | 14% | 1.1% | 1%
CC1CCCN(C(=O)COc2ccc(NC(=O)c3cccs3)cc2)C1 (stereo unspecified) | -5% | 9% | x | 8% | -2% | 2.2% | 5%
Cc1cc(C)cc(C(=O)N2CCN(c3ccccn3)CC2)c1 | 3% | -4%[9.22 µM] | -3% | -1% | 5% | 4.3% | 23%
COC(=O)N/N=C\C=C\c1ccc2c(c1)OCO2 | 6% | -5% | 12% | 5% | -5%[38.3 µM] | -0.9% | -1%[46.1 µM]
CCOC(=O)c1ccccc1NC(=O)CC1Nc2ccccc2NC1=O (stereo unspecified) | -4% | 5% | -2% | -4% | 3%[38.3 µM] | -5.8% | 3%[46.1 µM]
CC(C)c1nc2sc(C(=O)O)c(N)c2c2c1CCCC2 | -1% | -18%[9.22 µM] | -7% | x | x | -0.9% | 6%
CC(=O)Nc1ccc(S(=O)(=O)NC2=NCN(C)CN2)cc1 | 2% | 15% | 3% | 2% | 1% | -2.9% | 13%
CCCCn1c(NCc2ccncc2)nc2ccccc21 | 9% | -8% | -11% | -5% | 12% | -0.2% | -3%
COc1ccc(CN(C)C(C)C(=O)Nc2ccc([N+](=O)[O-])cc2Cl)cc1OC (stereo unspecified) | -18% | u | -17% | 4% | 10% | 0.0% | -21%[46.1 µM]
COCCCN(C(=O)c1cccnc1SC)c1c(N)n(Cc2ccccc2)c(=O)[nH]c1=O | -6% | 16%[9.22 µM] | 2% | -5% | 7%[38.3 µM] | 0.8% | 2%[46.1 µM]
Cc1ccc(Oc2nc(-c3ccccc3)ncc2S(=O)(=O)c2ccc(C)cc2)cc1 | 8% | 15% | 0% | 3% | 11%[38.3 µM] | 0.2% | -6%[46.1 µM]
O=C(Cn1ncc2c3ccccc3n(Cc3ccc(F)cc3)c2c1=O)N1CCN(c2ncccn2)CC1 | -12% | -16% | x | -2% | 25%[38.3 µM] | -1.0% | -26%[46.1 µM]
Cc1ccccc1CN1CCc2c(OCC(=O)N3CCCc4ccccc43)cccc2C1=O | -14% | u | -1% | 1% | 22% | 0.0% | -37%
CCOc1ccc2c(c1)C(c1ccc(C)cc1)=NNC(c1ccc(OC)cc1)=N2 | u | -1% | x | -1% | 33%[38.3 µM] | 0.1% | u
COc1ccc2nc3sc(C(=O)NCCN4CCc5ccccc5C4)cc3cc2c1 | -8% | 4% | 1% | 1% | 16% | -1.1% | -36%

Part of the list above, with two lines to a compound:
Order of results – CBFb-RUNX1 inh | HTT aggregate | L3MBTL1 block | Luc counter | IMPase Li cell | Epigenetic derep | NPSR antag
S=c1[nH]nc(Cc2cccc3ccccc23)o1
    -8% | 3% | 11% | 1% | 0% | 0.9% | 3%
CCOC(=O)c1[nH]ncc1CN1CCCC(C(=O)c2ccc(SC)cc2)C1 (stereo unspecified)
    5% | -7% | -11% | -10% | u | -8.2% | -11%
N#CCCN(C(=O)CO/N=C/c1cccc([N+](=O)[O-])c1)c1ccccc1
    15% | 4% | -6% | -2% | 14% | -1.4% | -10%
C=CCNCCCCOc1ccc(Br)cc1C
    3% | 8% | 6% | 1% | -3% | 0.0% | -4%

Remaining list, next part:
SMILES | CBFb-RUNX1 inh | HTT aggregate | L3MBTL1 block | Luc counter | IMPase Li cell | Epigenetic derep | NPSR antag
COc1ccc(N2CCN(C(=O)c3cccnc3SCc3cccc(Br)c3)CC2)cc1 | u | 22µM* | x | 2% | 11% | -3.3% | -34%
Cc1cc(-c2ccccc2)n(-c2cc(N/N=C/c3ccccc3O)ncn2)n1 | u | 8.9µM* | -2% | -1% | 12% | 0.0% | 15%
CCNc1nc(Oc2ccc(C(=O)OC)cc2)nc(N(C)C)n1 | -2% | 2% | -1% | 0% | 11% | 1.4% | -9%[46.1 µM]
Cc1nn(CCOc2cccc(Br)c2)c(C)c1[N+](=O)[O-] | 3% | 4% | 9% | 1% | 22% | -0.6% | -19%
Cc1nc(Cl)sc1C(=O)NC(C)c1ccc(Cl)cc1 (stereo unspecified) | 9% | -11% | 4% | -2% | 5% | -0.9% | 1%
CCN(CC)c1ccc(NC(=O)COc2ccccc2C#N)cc1S(=O)(=O)Nc1ccccc1OC | 0% | 1% | -5% | -1% | -5% | -0.9% | 8%
Cc1nc(C)c(C(=O)Nc2ccc(Oc3ccccc3)cc2)o1 | 7% | u | -1% | -2% | 23%[38.3 µM] | -9.5% | -6%[46.1 µM]
O=C(NC(C(=O)N/N=C/c1c2ccccc2cc2ccccc12)c1n[nH]c(=O)c2ccccc12)c1ccccc1 (stereo unspecified) | -30% | 1% | 3% | x | x | 0.0% | -14%[46.1 µM]
O=C(CN1CCN(C(=O)c2c(F)cccc2F)CC1)Nc1ccccc1F | 10% | -14% | 6% | 1% | 18%[38.3 µM] | -1.1% | -5%[46.1 µM]
CCc1cc2c(SCC(=O)O)ncnc2s1 | 7% | u | -1%[11.4 µM] | -2% | 21%[38.3 µM] | -0.1% | -6%[46.1 µM]
COc1cc(C(=O)NCCC(=O)NCCN2CCOCC2)cc(OC)c1OC | 3% | 11% | -1% | -2% | -3%[38.3 µM] | -1.9% | -2%[46.1 µM]
COc1ccc(/C=C/C(=O)CCC(=O)O)cc1 | -1% | 21% | 13% | -2% | 5% | -0.5% | -9%
C/C(=N\NC(=O)C1(C)CC1(Br)Br)c1ccc([N+](=O)[O-])cc1 (stereo unspecified) | -13% | 22% | 32% | 3% | 6% | -1.6% | -20%
CCN1CCN(C(=S)NC(=O)/C=C/c2cccs2)CC1 | 10% | 7% | 16% | -1% | -2% | 2.6% | -6%
CCSc1nnc(NC(=O)CSc2nnc(CNC(=O)c3ccc(OC)cc3)o2)s1 | -13% | -1% | 2% | -3% | -3% | 0.0% | u
COC(=O)C1=C(C)N(C(C)C)C(=O)C1(NC(=O)C1CCCCC1)C(F)(F)F (stereo unspecified) | 4% | -5% | x | 2% | 26%[38.3 µM] | -6.5% | 0%[46.1 µM]
Cc1cc(C)cc(C(=O)NCC(=O)OCC(=O)N2CCN(S(=O)(=O)c3ccc4ccccc4c3)CC2)c1 | -1% | -14% | -4% | 2% | -3% | -0.9% | 15%
COc1nnc(-c2ccc(C)c(S(=O)(=O)NCCO)c2)c2ccccc12 | -2% | -1% | -8% | -3% | 22%[38.3 µM] | 0.0% | -15%[46.1 µM]
NC(=O)c1c(C(F)(F)F)cc(-c2ccccc2)nc1NCCO | 4% | -29% | 9% | 1% | 9%[38.3 µM] | -1.1% | 11%[46.1 µM]
COc1ccc(OC)c(-c2nnc(SCC(=O)N3CCOCC3)o2)c1 | 3% | 11% | -1% | 0% | 9%[38.3 µM] | -0.8% | 1%[46.1 µM]
CNC(=O)CCN(Cc1ccco1)S(=O)(=O)c1ccc(OC)c(OC)c1 | 8% | 3%[9.22 µM] | -4% | x | x | -4.8% | -15%
CC(C)c1nnc(NC(=O)CCC(=O)N2CCN(Cc3ccccc3)CC2)s1 | 0% | 12% | 4% | 0% | 3%[38.3 µM] | -3.0% | 5%[46.1 µM]
Cc1ccc([N+](=O)[O-])cc1NC(=O)C(Sc1ccccc1)c1ccccc1 (stereo unspecified) | -5% | -11% | -6% | -1% | 8% | 2.1% | -33%
CCC1CCCCN1CCCNC(=O)Cn1nc(-c2ccccc2)ccc1=O (stereo unspecified) | 8% | -13% | -6% | x | x | 2.1% | -5%[46.1 µM]
CCCNC(=O)CSc1nc2ccc(OCC)cc2s1 | 1% | 5% | 1% | -1% | 15% | 0.5% | -9%
SMILES | CBFb-RUNX1 inh | HTT aggregate | L3MBTL1 block | Luc counter | IMPase Li cell | Epigenetic derep | NPSR antag
Cc1ccc(S(=O)(=O)n2ccc(=O)[nH]2)cc1 | 9% | -9%[9.22 µM] | 13% | x | -7% | 3.0% | -26%
COc1ccc(Cl)cc1N/C(N)=N/c1nc(C)cc(C)n1 | 4% | -6%[9.22 µM] | -4% | -2% | 9% | 1.7% | -2%
Cc1ccc(C2=NN(C(=S)Nc3ccccc3)C(c3ccco3)C2)cc1 (stereo unspecified) | -15% | -11% | -5% | 1% | -6%[38.3 µM] | -0.9% | -23%[46.1 µM]
COCCCNC(=S)NNC(=O)c1ccccn1 | 0% | u | 8.9µM* | 1% | 11% | 1.9% | 6%
Cc1ccc(-n2nnnc2-c2cnn(-c3ccc(F)cc3)c2C(F)(F)F)cc1 | 9% | -10% | 3% | -3% | 21% | 1.2% | -18%[46.1 µM]
COC(=O)C1=C(C)N(c2ccc(F)cc2)/C(=C/c2ccc(O)cc2)C1=O | 4% | -24% | x | 2% | -2% | -1.1% | -18%
CC(C)COC(=S)Nc1ccccc1 | 5% | -2%[9.22 µM] | x | 6% | -6%[38.3 µM] | -3.0% | -4%[46.1 µM]
Cc1ccc(/C=C2\CCC3=C2OC(N)=C(C#N)C3c2ccc(C)cc2)cc1 (stereo unspecified) | 0% | -29% | 6% | 0% | -5%[38.3 µM] | 11µM* | -6%[46.1 µM]

Source: PubChem
